# GSK3 alpha inh: blocks human GSK-3 alpha kinase | P49840 | ADP-Glo luminescence, 60 min | inhibition, % at 10 µM | actives 0.1% (n = 320,000) | AID 2650;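 in the data active = inhibition above about 50%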;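 note: GST-tagged GSK-3 alpha with peptide substrate and 25 µM ATP; 0% = DMSO neutral wells and 100% = GW8510 positive control wells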
# Target sequence (P49840 whole entry, looked up): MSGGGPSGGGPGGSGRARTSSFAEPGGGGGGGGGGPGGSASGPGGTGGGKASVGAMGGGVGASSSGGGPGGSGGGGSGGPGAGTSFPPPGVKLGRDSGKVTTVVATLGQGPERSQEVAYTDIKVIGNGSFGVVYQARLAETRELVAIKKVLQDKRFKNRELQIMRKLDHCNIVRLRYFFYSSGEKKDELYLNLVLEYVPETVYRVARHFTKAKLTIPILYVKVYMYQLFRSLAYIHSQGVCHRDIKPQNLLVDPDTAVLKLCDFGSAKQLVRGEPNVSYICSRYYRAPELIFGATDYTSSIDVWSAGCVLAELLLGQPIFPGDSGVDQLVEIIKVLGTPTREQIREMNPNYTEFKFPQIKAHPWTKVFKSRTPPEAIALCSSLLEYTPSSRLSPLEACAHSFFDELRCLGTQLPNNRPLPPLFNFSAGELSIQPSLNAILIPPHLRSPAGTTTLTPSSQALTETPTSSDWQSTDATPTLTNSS
# An asterisk follows results filed as active.
Structure	GSK3 alpha inh
COc1ccc(C)cc1NC(=O)c1cc(S(=O)(=O)N2CCCCC2)ccc1N1CCOCC1	0
CCc1ccc(-c2nn(Cc3ccccc3)cc2C(=O)NCC2CCCO2)cc1 (stereo not drawn)	-3
O=C(COC(=O)c1ccc([N+](=O)[O-])s1)Nc1ccc(F)cc1	5
COc1ccc(-c2ccc(N)cn2)cn1	2
Cc1ccc(Nc2nnc(SCC(=O)NC3CC3)s2)cc1	0
Nc1c(C(=O)CSc2nnc(Nc3ccc(F)cc3)s2)c(=O)[nH]c(=O)n1C1CC1	-1
COc1ccc(C(C)(C)C)cc1NC(=O)C1CC(=O)N(C2CCCC2)C1 (stereo not drawn)	0
COc1ccc(CCN(C)C(=O)CN2C(=O)NC3(CCCCCC3)C2=O)cc1OC	7
CCc1nnc(NC(=O)c2ccc(OC)c(S(=O)(=O)N3CCCC3)c2)s1	-1
CC(C)[C@H](NC(=O)c1ccccc1)C(=O)OCC(=O)NCc1ccc2c(c1)OCO2	0
O=C(Nc1ccccc1)c1nc[nH]c1C(=O)NCCNC(=O)c1[nH]cnc1C(=O)Nc1ccccc1	12
O=C1NC(Cc2ccccc2)c2nc3ccc(F)cc3c(=O)n2-c2cc(Cl)ccc21 (stereo not drawn)	1
O=C(O)c1cc(S(=O)(=O)NCCCN2CCCC2=O)ccc1Cl	0
C=CCC[C@H](Cc1ccc(F)cc1)C(=O)OC[C@@H](NC(=O)[C@@H](CC=C)CC(=O)N[C@H](CO)Cc1ccccc1)C(C)(C)C	-2
O=C(Nc1ccc(N2CCOCC2)cc1)c1ccc2ncsc2c1	-3
COC(=O)C1=C(C)N(Cc2ccccc2)C(=NCc2ccc(OC)cc2)N[C@H]1c1ccccc1	1
CCOC(=O)N1CCN(C(=O)COC(=O)c2cc(C)ccc2C)CC1	-6
COc1ccc(NS(=O)(=O)c2ccc(O)c(C(=O)OCC(=O)N3CCCCC3)c2)cc1	-4
Cc1cnc(NC(=O)CSCc2c(C)noc2C)s1	6
C=CC[C@@H](CC(=O)N[C@H](CO)Cc1ccccc1)C(=O)N[C@H](COC(=O)[C@@H](CC=C)Cc1ccc(F)cc1)Cc1ccccc1	0
COc1ccc(CCNC(=O)c2cccc(S(=O)(=O)N3CCOCC3)c2)cc1OC	-1
COc1ccc(NC(=O)COC(=O)CNC(=O)C2CCCCC2)cc1OC	0
C[C@H](CO)N1C[C@H](C)[C@@H](CN(C)Cc2ccc(-c3ccccc3)cc2)Oc2c(NS(=O)(=O)c3ccc(F)cc3)cccc2C1=O	-4
CN(CC(=O)Nc1ccccc1Cl)C(=O)c1cc(C2CC2)nn1-c1ccccc1	0
CN(C)C(=O)c1ccc(NC(=O)COC(=O)C2(c3ccccc3)CCCC2)cc1	-2
O=C1NC(Cc2ccccc2)c2nc3ccc(F)cc3c(=O)n2-c2ccccc21 (stereo not drawn)	-2
Cc1ccc(NC(=O)COC(=O)c2ccc(-n3cnnn3)cc2)c(Br)c1	4
CC(=O)N1CCN(S(=O)(=O)c2cccc(C(=O)NNC(=O)Cn3nc(C)cc3C)c2)CC1	4
COc1ccc(-c2sc(Nc3ccccc3)n[n+]2-c2ccccc2)cc1Br	0
CCN(CC)c1ccc(C=Nc2ccc(OC)c(S(=O)(=O)N3CCOCC3)c2)c(O)c1	-2
COc1cc(C(=O)OC(C)C(=O)NC(=O)NC2CCCCC2)ccc1OC(F)F (stereo not drawn)	1
COC(=O)c1c(C)[nH]c(C(=O)CN(C)CC(=O)Nc2cccc(F)c2)c1C	1
Cc1ccc(S(=O)(=O)N2CCOCC2)cc1NC(=O)COC(=O)C1(C)CC1(Cl)Cl (stereo not drawn)	2
CCN(CC(=O)Nc1ccc(OC)cc1)C(=O)c1ccc2c(=O)n3c(nc2c1)CCC3	-1
C=CCSc1nc(N)c(NC(=O)c2ccco2)c(=O)[nH]1	-2
CC(=O)c1ccc(S(=O)(=O)N2CCN(C(=O)c3ccc(-n4nc(C)c(Cl)c4C)cc3)CC2)cc1	0
COc1cccc(C2=CC(=O)C[C@H](c3ccc4c(c3)OCO4)C2)c1OC	-2
CCOc1ccc(C2=CC(=O)C[C@H](c3ccc(OC)cc3)C2)cc1	-3
C#CCOCCOCCOCCNc1nc(N2CCN(C(=O)[C@H](CCC(=O)O)n3cc([C@@H](N)CCCCN)nn3)CC2)nc(N2CCN(C(=O)[C@H](CCC(=O)O)n3cc([C@@H](N)CCCCN)nn3)CC2)n1	-1
COCCN(C(=O)c1sc2ccccc2c1Cl)c1c(N)n(CC(C)C)c(=O)[nH]c1=O	1
O=S(=O)(c1c(F)cccc1F)C1CCN(S(=O)(=O)c2ccc3c(c2)OCCO3)CC1	15
C=CC[C@H](CC(=O)N(CCO)Cc1ccccc1)C(=O)N[C@H](COC(=O)[C@@H](CC=C)Cc1ccc(F)cc1)Cc1ccccc1	-2
CC(C)(C)c1ccc(OCC(=O)Nc2cccc(S(=O)(=O)NC3=NCCCCC3)c2)cc1	1
CCNc1nc(NCC)n2c(SCC(=O)Nc3ccccc3OC(F)F)nnc2n1	0
Cc1ccc(S(=O)(=O)NCCNC(C)c2ccc(Br)cc2)cc1 (stereo not drawn)	-3
COc1ccccc1CNC(=O)COC(=O)c1cccc(-n2cnnn2)c1	0
COc1ccc(CNC(=O)COC(=O)c2nc3nc(C)cc(C)n3n2)cc1	4
O=C(COC(=O)CNC(=O)c1ccccc1)NCCCc1ccccc1	-2
Cc1ccccc1C(=O)N1CCC(C(=O)OCc2ccccn2)CC1	2
O=C(OCCc1cc2ccccc2c(=O)o1)c1ccc2c(c1)OCO2	-4

# Following part
Structure	GSK3 alpha inh
Nc1ncnc2c1ncn2[C@@H]1O[C@H](CNCC#Cc2ccccc2)[C@@H](O)[C@H]1O	-2
C[C@H](CO)N1C[C@H](C)[C@@H](CN(C)S(=O)(=O)c2cccs2)Oc2ccc(NC(=O)CCC(F)(F)F)cc2C1=O	0
CNC[C@@H]1Oc2c(NS(C)(=O)=O)cccc2C(=O)N([C@@H](C)CO)C[C@H]1C	-1
O=C(COC(=O)/C=C/c1ccccc1)NC1CC1	-5
COc1ccc(NC(=O)CN(C)C(=O)c2cn(-c3ccccc3)nc2-c2ccc(OC)cc2)cc1	0
Cc1ccc(OCCC(=O)OCC(=O)NC2CCCC(C)C2C)cc1 (stereo not drawn)	0
CCCCCCC[N+](CC)(CC)CCCCc1ccc(Cl)cc1	2
CC(C)CCC1(C)NC(=O)N(CC(=O)NCC(=O)Nc2ccc(F)c(F)c2F)C1=O (stereo not drawn)	2
CC(C)(C)OC(=O)N[C@H](C(=O)OC(C)(C)C)c1ccc2c(c1)OCO2	-4
CN(C(=O)CSc1ncnc2sccc12)C1CCCCC1	-1
N#Cc1ccc(C(=O)N2CCN(S(=O)(=O)c3ccc(Cl)s3)CC2)cc1	-5
COc1ccc(CN(C)C(=O)COC(=O)c2c(C)nn(-c3ccc(F)cc3)c2Cl)cc1	-3
NC(=O)C1CCN(c2nc(-c3cccc(Cl)c3)cs2)CC1	1
CCCCN(C(=O)c1ccncc1)c1c(N)n(CCC)c(=O)[nH]c1=O	2
CCOc1ncccc1C(=O)Nc1ccc(S(=O)(=O)Nc2nc(C)cc(C)n2)cc1	0
CC(C)(C)n1ncc2c(=O)n(Cc3c(Cl)cccc3Br)cnc21	-3
COc1cc([C@@H]2CC=C(C(=O)O)[C@H](c3ccccc3)N2S(=O)(=O)c2ccc(C)cc2)cc(OC)c1OC	1
O=C(CN1CCCCC1)NCC(=O)Nc1ccc(F)c(F)c1F	-2
Cc1ccc(C2(C)NC(=O)N(CC(=O)Nc3ccc4c(c3)CCC4)C2=O)cc1 (stereo not drawn)	11
Cc1ccc(NC(=O)CSc2nc(N)cc(=O)[nH]2)cc1S(=O)(=O)N1CCCCCC1	1
O=C1c2ccc(-c3ccc(Cl)c(C(F)(F)F)c3)cc2S(=O)(=O)c2cccc(C(=O)N3CCN(c4ccc(Cl)cn4)CC3)c21	0
CC1(C)CC(=O)C=C(c2cccc(Cl)c2O)C1	2
CN1CCc2ccccc2Cc2[nH]c3ccccc3c2CC1	0
CCN(CC(=O)NCc1cccs1)C(=O)c1cc(=O)[nH]c2ccccc12	-1
Cc1cc(C(=O)CN2C(=O)NC(CCS(C)(=O)=O)C2=O)c(C)n1C1CC1 (stereo not drawn)	-2
Cc1ccc(NC(=O)CN(C)C(=O)COC(=O)c2nccnc2N)cc1	-4
CCN(CC(=O)Nc1ccccc1OC)C(=O)CSCc1ccc(C)cc1	4
CCCCN1C(=O)C(=O)N(CC(=O)c2cc(C)n(C3CC3)c2C)C1=O	7
COc1ccccc1C(C)NC(=O)CCNC(=O)c1ccc(Cl)cc1 (stereo not drawn)	0
CCOc1ccccc1OCC(=O)Nc1cccc(S(=O)(=O)NC2=NCCCCC2)c1	1
O=C(CN1C(=O)NC2(CCCC2)C1=O)Nc1cc(C(F)(F)F)ccc1N1CCOCC1	-4
CN(c1ccc(OCC(=O)N2CCCC2)cc1)S(=O)(=O)c1ccc(Cl)cc1	1
COc1ccc(C(C)(C)C)cc1NC(=O)CCN1C(=O)C2CCCCC2C1=O (stereo not drawn)	0
Cc1cc(C)n2nc(SCC(=O)Nc3ccc(S(=O)(=O)N(C)C)cc3)nc2n1	-17
CC(C)(C)NC(=O)N1CCN(S(=O)(=O)c2ccc3c(c2)CCC3)CC1	4
Cc1cc(C(=O)OCC(=O)Nc2c(Cl)cccc2Cl)c(C)o1	-3
CC1CCCCN1C(=O)COC(=O)c1ccc2ccccc2n1 (stereo not drawn)	1
CCNC(=O)N(C)C[C@H]1N[C@@](CC)(C(=O)OC)[C@H]2C(=O)N(Cc3ccccc3)C(=O)[C@@H]12	-2
COc1ccc(NC(=O)CSc2nc(C)cs2)c([N+](=O)[O-])c1	-6
COc1ccccc1C1=CN(Cc2ccccc2)CCC1=O	4
CCOC(=O)[C@H]1[C@H]2COc3cc(OC)ccc3[C@@H]2N2C(=O)CN(C)C(=O)[C@@]12C	-1
COc1ccc(-c2c3c(cc4ncn(Cc5ccccc5)c24)COC3=O)cc1	0
Cc1ccc(C2=NN(C(=O)CSc3nnnn3C)C(c3ccco3)C2)cc1 (stereo not drawn)	0
COc1ccc(S(=O)(=O)N(C)C[C@@H]2Oc3ccc(NS(=O)(=O)c4cn(C)cn4)cc3C(=O)N([C@@H](C)CO)C[C@@H]2C)cc1	0
O=C(O)c1ccc(-c2noc(-c3cccc(Cl)c3)n2)cc1	0
O=C(OCC(=O)N1N=C(c2ccc(Cl)cc2)CC1c1ccco1)c1cccnc1 (stereo not drawn)	1
COc1ccc(C(=O)NNC(=O)c2cccs2)cc1S(=O)(=O)N1CCOCC1	0
CC(C)[C@H](NC(=O)OCc1ccccc1)C(=O)NC(C=O)Cc1ccccc1 (stereo partly drawn)	4
CCCN(C(=O)CCc1ccc(OC)cc1)c1c(N)n(Cc2ccccc2)c(=O)[nH]c1=O	0
Cc1cc(C)c(NC(=O)Nc2ccccc2)c(C)n1	-5

# The list goes on.
Structure	GSK3 alpha inh
CC1CN(S(=O)(=O)c2cccc(C(=O)NCc3ccco3)c2)CC(C)O1 (stereo not drawn)	5
CC1CN(C(=O)c2cc(Br)c(Br)s2)CC(C)O1 (stereo not drawn)	7
COc1ccccc1Nc1nnc(SCC(=O)NC2CC2)s1	0
Cc1noc(NS(=O)(=O)c2ccc(NC(=O)c3cc4ccccc4o3)cc2)c1C	-2
O=C(COc1ccccc1F)Nc1cc(S(=O)(=O)Nc2cccc(Cl)c2)ccc1O	0
CCC1(c2ccccc2)NC(=O)N(CC(=O)N2CC(=O)Nc3ccccc32)C1=O (stereo not drawn)	0
COc1cc(OC)c(C(=O)OCC(=O)c2ccc3c(c2)NC(=O)CO3)cc1OC	-1
CCN(C(=O)COC(=O)c1cc(C)oc1C)c1c(N)n(Cc2ccccc2)c(=O)[nH]c1=O	1
COc1cccc(NC(=O)CSc2cccc[n+]2[O-])c1	-4
CCOc1ccccc1N1CC(C(=O)NC2CCCCCC2)CC1=O (stereo not drawn)	-1
O=C(COC(=O)c1ccc([N+](=O)[O-])s1)c1ccc[nH]1	-2
O=C(OCCCc1cc2ccccc2c(=O)o1)c1ccc(F)cc1	-1
O=C(Cn1cc(C(F)(F)F)ccc1=O)OCC(=O)c1ccc[nH]1	-1
Cc1ccc(C(=O)N[C@H](C(=O)NC2CCCCCCC2)C(C)C)cc1	0
COc1ccc(OCC(=O)NNC(=O)C(=O)Nc2ccccc2)cc1	0
CS(=O)(=O)c1ccc(NS(=O)(=O)c2ccc(Cl)c(C(=O)NCc3ccco3)c2)cc1	18
CC1(C)C[C@H](O)[C@]2(CO)CC[C@]3(C)C(=CCC4[C@@]5(C)CC[C@H](O)C(C)(C)C5CC[C@]43C)[C@@H]2C1 (stereo partly drawn)	-2
CN(C)S(=O)(=O)c1ccc(Cl)c(C(=O)OCC(=O)NC(=O)NC2CCCC2)c1	-1
Cc1nn(C)c(C)c1NC(=O)COc1ccc(Cl)cc1Br	-5

# Part of the list above, field by field:
COc1cccc(NC(=O)CSc2cccc[n+]2[O-])c1
  GSK3 alpha inh: -4

CCC1(c2ccccc2)NC(=O)N(CC(=O)N2CC(=O)Nc3ccccc32)C1=O (stereo not drawn)
  GSK3 alpha inh: 0

CS(=O)(=O)c1ccc(NS(=O)(=O)c2ccc(Cl)c(C(=O)NCc3ccco3)c2)cc1
  GSK3 alpha inh: 18

CC1CN(S(=O)(=O)c2cccc(C(=O)NCc3ccco3)c2)CC(C)O1 (stereo not drawn)
  GSK3 alpha inh: 5

# Screening results from PubChem BioAssay.

# This is a subset, so the mix of outcomes need not match the whole.
